HepG2 tox: HepG2 cytotoxicity, counter-screen for TGF-b inhibitors | HepG2 CAGA-GFP viability, ATP luminescence, 18 h | Potency, µM (top dose mostly 46.1 µM), without a hit: top-dose activity change, negative = cytotoxicity, most hits filed as cytotoxic | actives 0.76% (n = 410,000); further: potency means the concentration at half of the fitted maximal effect; some results filed as inactive show a strong effect at the top dose
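HepG2 CAGA-GFP cells (1000/well, DMEM with 1% FBS) received compound, then TGF-beta at 500 pg/mL final, and were incubated 18 hours at 37 degrees C. Viability was read by CellTiter-Glo luminescence. Media-only wells were set as complete cell-killing and DMSO as no toxicity.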
Nrf2 ARE act: activates Nrf2 signaling; actives 0.31% (n = 410,000); AID 624171; AREc32 ARE-luciferase reporter (MCF7-derived line), luminescence, 24 h; Potency, µM (top dose mostly 46.1 µM), for the others: at the highest dose activation, actives largely listed as activators; further: potency means the concentration at half of the fitted maximal effect; % of control where 0% means no effect; nearly all actives have a fitted effect of over 65% in size
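Cells of the AREc32 ARE-luciferase line are plated in OPTI-MEM containing 5% FBS and left overnight at 37 deg C. Compounds are pinned in, incubation continues 24 hr, and firefly luciferase signal is then measured.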
A549 viability: A549 cytotoxicity, counter-screen for Nrf2 inhibitors; actives 0.16% (n = 390,000); A549 ARE-Fluc cells, CellTiter-Fluor viability, 18-24 h; Potency, µM (series often up to 46 µM), without a hit: top-dose activity change, negative = cytotoxicity, most hits filed as inhibitors; AID 504648; further: potency means the concentration at half of the fitted maximal effect; on the % scale 0 is the no-effect control and ±100 the full control effect
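A549 ARE-Fluc cells in 5% FBS OPTI-MEM, 5000 cells/well, rested 2 h then exposed to compounds in concentration-response for 18-24 h at 37 °C. Viability by CellTiter-Fluor fluorescence (Ex 405/Em 525) after 30 min; luciferase luminescence (BugLite, 15 min, RT) read afterwards.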
Nrf2 block: blocks Nrf2 signaling. A549 ARE-Fluc reporter, luciferase luminescence, 18-24 h. actives 2.1% (n = 360,000). Potency, µM (titrated, usually from 46 µM), for the others: at the highest dose activity change, negative = inhibition, most hits filed as inhibitors. AID 504444; further: potency means the concentration at half of the fitted maximal effect; on the % scale 0 is the no-effect control and ±100 the full control effect; nearly all actives have a fitted effect of over 60% in size
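A549 ARE_Fluc cells (5000/well, 5% FBS OPTI-MEM) pre-incubated 2 h, then treated with compounds 18-24 h at 37C/5% CO2 in concentration-response. CellTiter-Fluor viability read first; BugLite luciferase luminescence after 15 min at room temperature gives Nrf2 activity.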
ATXN2 expr inh: ATXN2 expression inhibition; Potency, µM (doses to about 57 µM), for the others: top-dose activity change, negative = inhibition, actives largely listed as inhibitors; AID 1745845; actives 0.72% (n = 360,000); HEK-293 ATXN2-luciferase reporter, luminescence, 24 h; further: potency means the concentration at half of the fitted maximal effect; on the % scale 0 is the no-effect control and ±100 the full control effect; nearly all actives have a fitted effect of over 55% in size
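qHTS (up to 57 uM final) was run with 24 h compound exposure of reporter cells at 37 °C. Each well was multiplexed: SteadyGlo luminescence measured ATXN2-luciferase expression after a fluorogenic Gly-Phe-AFC viability readout (25 uM final).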
ATXN viability: cell viability loss in ATXN counter-screen | AID 651635 | actives 0.49% (n = 400,000) | S2 cells (HEK-293 line with an ATXN2-luciferase reporter) viability, CellTiter-Fluor protease fluorescence, 24 h | Potency, µM (highest dose often 56.7 µM), hits mostly cytotoxic; further: potency means the concentration at half of the fitted maximal effect; nearly all actives have a fitted effect of over 40% in size
MCF10A rereplic: inducers of DNA re-replication in MCF 10A breast cells. MCF 10A DNA re-replication, Hoechst nuclear intensity, 48 h. Potency, µM (highest dose often 46.1 µM), without a hit: at the top dose activity, positive = re-replication, hits mostly activators. actives 2.9% (n = 350,000). AID 624296; further: potency means the concentration at half of the fitted maximal effect; % of control where 0% means no effect; nearly all actives have a fitted effect of over 50% in size
TGFb SMAD3 inh: inhibitors of TGF-b signaling | HepG2 CAGA-GFP TGF-b/SMAD3 reporter, GFP fluorescence, 18 h; TGF-beta stimulated, 500 pg/mL final | Potency, µM (highest dose often 46.1 µM), inactives show at the top dose activity, negative = inhibition, actives largely listed as inhibitors | actives 1.2% (n = 410,000); further: potency means the concentration at half of the fitted maximal effect; on the % scale 0 is the no-effect control and ±100 the full control effect; nearly all actives have a fitted effect of over 65% in size
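First, reporter cells (HEPG2 CAGA-GFP) rested 2 h at 37 degrees C. Next, compounds were pinned in and TGF-beta added to 500 pg/mL final. After 18 h, GFP was imaged per cell and summed per well.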
IL-1B inflam inh: blocks inflammasome-driven IL-1 beta release | THP-1 LPS/ATP IL-1B secretion, AlphaLISA, 16 h; active compounds read low | activity change, % at 57.5 µM | actives 4.7% (n = 360,000) | AID 743279; in the data active means activity change below about -50%; inconclusive means mostly about -30% to -49%; further: on the % scale 0 is the no-effect control and ±100 the full control effect
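Secreted IL-1B measured by AlphaLISA bead assay after 16 h compound exposure of THP-1 cells; compounds (final up to 57.5 uM) added 1 h before LPS (250 ng/mL) and ATP (1.25 mM) stimulation; lower signal means less secretion.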
Numbers without * were called inactive; i = inactive; u = inconclusive; x = not tested or not shown; & = joins results of further samples; [ ] = another dose, or the depositor's remark. Unless noted, the call rests on the fitted dose curve; in most records, active means well fitted curve in the direction sought with a large enough effect; inconclusive means small, poorly fitted or top-dose-only effect, or another doubt; inactive means no such curve, though single readings can be large; an effect the other way counts as inactive or inconclusive.

SMILES	HepG2 tox	Nrf2 ARE act	A549 viability	Nrf2 block	ATXN2 expr inh	ATXN viability	MCF10A rereplic	TGFb SMAD3 inh	IL-1B inflam inh
CCOC(=O)c1c(-c2ccccc2)oc2ccc(OCC(=O)NNC(=O)CCCC(=O)O)cc12	1%	0.3%	6%	24%	x	u	-16%	20%	6
O=C1C2C3C=CC(c4ccccc4)(C2C(=O)N1c1cccc(Cl)c1)C1C(=O)N(c2cccc(Cl)c2)C(=O)C31 (stereo unspecified)	0%	-0.3%	-18%	u	-7%	i	0%	u	-3
CCc1nc2ccc(C)cc2c(C(=O)Oc2cccc3cccnc23)c1C	-21%	-0.4%	-26%	u	x	x	13%	4%	-6
Cc1ccc(S(=O)(=O)/N=C(\CN2CCOCC2)N2CCCC2)cc1	4%	-0.4%	3%	11%	-9%	i	-15%	29%	-25
COc1cc(C2N=C(N)Nc3nc4ccccc4n32)ccc1OCC(=O)O (stereo unspecified)	2%	0.4%	7%	4%	-2%	i	x	8%	x
CC(C)CC(=O)Nc1ccc2nc(SCC(=O)N3CCCC3)sc2c1	6%	-1.0%	2%	-8%	x	x	x	-11%	x
CN(CC(=O)Nc1cccc(F)c1)C(=O)c1cccnc1Sc1ccccc1Cl	-59%	0.2%	0%	9%	5%	i	4%	-18%	-4
CCn1ncc(C2=NOC(C(=O)Nc3cccc(C(C)=O)c3)C2)c1C (stereo unspecified)	4%	-0.1%	1%	x	-7%	i	-3%	15%	-14
CC1(C)CC(=O)c2c(O)cc(OCc3ccc(Br)cc3)cc2O1	-14%	2.1%	2%	x	80%[activator]	i	17%	-11%	-15
CN(CCOc1ccc(-c2ccn(S(=O)(=O)c3ccc(Cl)cc3)n2)cc1)c1ccccn1	-19%	-0.5%	-10%	u	-22%	i	u	-8%	-14
CN1C(=O)CC(N2CCN(c3ccccc3)CC2)C1=O (stereo unspecified)	1%	-0.2%	-2%	-5%	-6%	i	1%	0%	-19
Cc1ccc(S(=O)(=O)NC(C)C(=O)Nc2cccc([N+](=O)[O-])c2)cc1 (stereo unspecified)	-2%	-0.2%	0%	-7%	-15%	i	0%	-3%	25
CCc1nn(CC(=O)NCCCN(C)Cc2ccccc2)c(=O)c2cc3sc(C)cc3n12	-27%	-2.5%	0%	1%	-11%	u	1%	-15%	u
O=C(Nc1ccncc1)c1ccccc1[N+](=O)[O-]	-2%	-0.1%	-3%	-3%	7%	i	11%	1%	u
O=C(CSc1nc(C2CC2)nc2ccccc12)Nc1cccc(O)c1	5%	5.0%	-5%	24%	4%	i	15%	-1%	3

Ordered by heavy-atom count (smallest number first): three of the compounds above
SMILES	HepG2 tox	Nrf2 ARE act	A549 viability	Nrf2 block	ATXN2 expr inh	ATXN viability	MCF10A rereplic	TGFb SMAD3 inh	IL-1B inflam inh
O=C(Nc1ccncc1)c1ccccc1[N+](=O)[O-]	-2%	-0.1%	-3%	-3%	7%	i	11%	1%	u
CC1(C)CC(=O)c2c(O)cc(OCc3ccc(Br)cc3)cc2O1	-14%	2.1%	2%	x	80%[activator]	i	17%	-11%	-15
CN(CC(=O)Nc1cccc(F)c1)C(=O)c1cccnc1Sc1ccccc1Cl	-59%	0.2%	0%	9%	5%	i	4%	-18%	-4

More results.
SMILES	HepG2 tox	Nrf2 ARE act	A549 viability	Nrf2 block	ATXN2 expr inh	ATXN viability	MCF10A rereplic	TGFb SMAD3 inh	IL-1B inflam inh
N#Cc1ccccc1Sc1ccccc1C(=O)OCC(=O)NC1CCS(=O)(=O)C1 (stereo unspecified)	-2%	-0.4%	1%	-5%	-1%	i	7%	1%	1
CN1C[C@H]2CON(C)[C@H]2C[C@H]1c1cccc(-c2ccccc2)c1	-2%	1.2%	2%	1%	6%	i	-18%	u	-6
CN1CCN(C(=S)Nc2ccc(S(N)(=O)=O)cc2)CC1	-13%	-0.4%	-2%	-28%	-2%	u	-3%	1%	25
CC(C)CN1C(=S)SC(C)(C)C1n1oc(=O)n(-c2ccc(Cl)cc2)c1=O (stereo unspecified)	-34%	0.1%	-12%	-24%	u	u	-1%	u	-26
O=C(NC(=S)Nc1cccc([N+](=O)[O-])c1)c1ccco1	-9%	u	6%	u	5%	i	0%	16%	15
Cc1ccc(NC(=O)CN(C)S(=O)(=O)c2cccs2)c(Br)c1	0%	3.2%	6%	u	4%	i	2%	u	-6
CCN(CC(=O)Nc1sc2c(c1C#N)CCCC2)Cc1nc2ccccc2c(=O)[nH]1	-23%	3.3%	-12%	u	-15%	i	3%	-3%	16
Cc1ccc(S(=O)(=O)c2c[nH]c3ccc(C)cc3c2=O)cc1	0%	-0.3%	7%	-13%	-8%	i	3%	2%	u
COc1ccc(CC(=O)NCc2nnc(SCC(=O)Nc3nccs3)n2C)cc1	6%	-0.4%	0%	9%	-9%	i	12%	7%	0
O=C(CCCCn1c(=O)c2ccccc2n(CC(=O)NC2CCCC2)c1=O)NC1CCCC1	0%	-0.5%	-1%	8%	-2%	i	-5%	0%	-10
Cc1ccc2c(c1)sc1nc(=O)n(-c3ccccc3)c(=O)n12	4%	-0.1%	1%	u	46%[activator]	i	7%	0%	-1
Cc1ccc(-c2csc(NC(=O)COC(=O)c3cccc(S(=O)(=O)N4CCOCC4)c3)n2)cc1	-15%	0.2%	-4%	u	44%[activator]	i	6%	-3%	-4
CCC1Oc2ccc(C)cc2N(CC(=O)N(Cc2ccc(C)o2)C2CCCC2)C1=O (stereo unspecified)	3%	26%	-8%	u	-4%	i	u	18µM*	-67*
Cc1cccc2c(C(=O)N3CCN(C(=O)c4ccco4)CC3)cc(-c3cccc(Br)c3)nc12	16%	5.0%	u	u	u	u	18µM*	u	-71*
O=[N+]([O-])c1cc(C(F)(F)F)ccc1-n1nnc2ccccc21	0%	2.0%	-5%	0%	4%	i	1%	-3%	-4
COc1ccc(CN(Cc2ccc(OC)cc2)S(=O)(=O)c2ccc(-n3cnnn3)c(C)c2)cc1	-17%	-0.6%	2%	-18%	2%	i	1%	-4%	-3
Cc1c(NC(=O)Nc2ccc(Cl)c(C(F)(F)F)c2)c(=O)n(-c2ccccc2)n1C	1%	1.8%	-2%	4%	7%	i	x	-11%	x
Nc1c(N(CCC2=CCCCC2)C(=O)COc2ccc(F)cc2)c(=O)[nH]c(=O)n1Cc1ccccc1	8.9µM*	-0.6%	u	u	u	x	16µM*	7.9µM*	u
CCS(=O)(=O)NCCc1csc(-c2ccccc2)n1	-12%	0.6%	-3%	-1%	20%	i	-4%	2%	-9
Cc1ccc2c(c1)Cc1nc3ccccc3nc1-2	-8%	4.7%	-13%	285%	u	u	2%	0%	2
COc1ccc(CNC(=O)c2ccc(CS(=O)(=O)c3ccccc3OC)o2)cc1	-1%	0.4%	3%	x	x	x	x	-12%	x
Cc1nn2c(=O)cc(COC(=O)c3ccc(NC(=O)COc4ccc(C)c(C)c4)cc3)nc2s1	12%	-0.1%	0%	x	x	x	x	2%	x
COc1ccccc1C(=O)C1CCCN(C(=O)c2ccccn2)C1 (stereo unspecified)	3%	0.2%	1%	2%	x	i	-2%	-14%	70
CC(CN1CCOCC1)OC(=O)c1ccc(Br)cc1 (stereo unspecified)	-60%	u	-13%	-5%	-7%	u	u	u	31
O=C(OCCN1CCN(C2=NS(=O)(=O)c3ccccc32)CC1)c1cccc(Br)c1	0%	2.0%	2%	2%	-12%	i	12%	17%	i
CCC1=C2CC[C@H]3C(=O)N(C)C(=O)[C@H]3[C@H]2[C@@]2(Cc3ccccc3)C(=NCCOC)OC(=O)N2C1=O	-13%	-1.1%	-3%	7%	5%	i	4%	-5%	33
Cc1ccc(NC(=O)c2c(C)oc3ccc(O)c(CN4CCN(Cc5ccccc5)CC4)c23)cc1	-47%	15%	6%	5%	-17%	u	x	u	x
CNC(=S)N1CCN(C(=O)C2CCCO2)CC1 (stereo unspecified)	7%	-0.6%	-2%	9%	6%	i	-1%	-10%	-3
N#Cc1nc(N)nc(N(c2ccccc2)c2ccccc2)n1	-36%&9%	12%	-4%&-2%	u	-16%	i	u	0%&-15%	u
Cc1cccc(NC(=O)C2C(c3ccccc3)C2(Cl)Cl)c1C (stereo unspecified)	0%	1.8%	9%	8%	-18%	i	u	0%	-1

Two of these compounds in a different format:
canonical_smiles,HepG2 tox,Nrf2 ARE act,A549 viability,Nrf2 block,ATXN2 expr inh,ATXN viability,MCF10A rereplic,TGFb SMAD3 inh,IL-1B inflam inh
Nc1c(N(CCC2=CCCCC2)C(=O)COc2ccc(F)cc2)c(=O)[nH]c(=O)n1Cc1ccccc1,8.9µM*,-0.6%,u,u,u,x,16µM*,7.9µM*,u
Cc1cccc2c(C(=O)N3CCN(C(=O)c4ccco4)CC3)cc(-c3cccc(Br)c3)nc12,16%,5.0%,u,u,u,u,18µM*,u,-71*

Next records
SMILES	HepG2 tox	Nrf2 ARE act	A549 viability	Nrf2 block	ATXN2 expr inh	ATXN viability	MCF10A rereplic	TGFb SMAD3 inh	IL-1B inflam inh
Cc1cccc(C(=O)NNC(=O)c2ccco2)c1O	-1%	-0.2%	-1%	20%	3%	i	0%	2%	-8
O=C1c2ccccc2-c2c1cccc2C(=O)N(CCO)CCO	3%	-0.1%	0%[1.84 µM]	-8%	11%	i	3%	-8%	16
CC(=O)Nc1cccc(NS(=O)(=O)c2cccc3nsnc23)c1	-13%	0.0%	-5%	-7%	0%	i	0%	-9%	-3
CCOc1ccc(C(=O)NCC(=O)OCC(=O)Nc2ccc(C)c(S(=O)(=O)N(C)C)c2)cc1	-2%	-0.6%	1%	-12%	-3%	i	0%	7%	-8
Cc1cc(=O)oc2cc(OC(=O)CCN3C(=O)c4ccccc4C3=O)ccc12	4%	0.4%	-4%	5%	1%	i	1%	3%	2

Screens deposited in PubChem BioAssay by National Center for Advancing Translational Sciences (NCATS).
